USP8 block – blocks human USP8 ubiquitin-rhodamine cleavage. purified USP8, Ub-rhodamine cleavage fluorescence, 30 min. P40818. AID 1645853. 47,000 compounds, 4.2% hits. inhibition, % at 20 µM
USP10 block – inhibitors of human USP10 deubiquitinase. Q14694. purified USP10, Ub-rhodamine fluorescence, 60 min. inhibition, % at 20 µM. 47,000 compounds, 1.1% hits
Target sequence (Q14694 whole entry, looked up): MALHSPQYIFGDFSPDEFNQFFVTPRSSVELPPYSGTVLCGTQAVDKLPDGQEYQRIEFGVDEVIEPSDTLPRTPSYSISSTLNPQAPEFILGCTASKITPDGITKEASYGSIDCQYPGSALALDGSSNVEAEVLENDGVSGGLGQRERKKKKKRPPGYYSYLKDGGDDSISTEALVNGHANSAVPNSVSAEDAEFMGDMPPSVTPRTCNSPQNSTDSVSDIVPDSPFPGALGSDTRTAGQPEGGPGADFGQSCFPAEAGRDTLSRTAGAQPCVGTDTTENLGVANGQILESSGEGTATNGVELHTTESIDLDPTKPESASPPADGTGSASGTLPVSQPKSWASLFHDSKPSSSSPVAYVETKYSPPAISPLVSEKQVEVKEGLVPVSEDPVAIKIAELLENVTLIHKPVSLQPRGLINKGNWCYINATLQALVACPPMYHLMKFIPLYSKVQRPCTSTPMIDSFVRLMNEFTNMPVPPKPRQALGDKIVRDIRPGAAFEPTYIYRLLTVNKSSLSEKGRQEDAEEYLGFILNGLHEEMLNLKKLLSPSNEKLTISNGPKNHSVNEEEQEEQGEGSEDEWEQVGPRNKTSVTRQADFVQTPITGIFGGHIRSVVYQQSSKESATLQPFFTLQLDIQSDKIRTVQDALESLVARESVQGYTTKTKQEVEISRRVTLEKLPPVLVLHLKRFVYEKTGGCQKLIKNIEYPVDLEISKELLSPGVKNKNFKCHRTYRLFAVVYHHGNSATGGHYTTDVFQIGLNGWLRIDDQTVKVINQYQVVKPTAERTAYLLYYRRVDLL
UCHL1 block – inhibitors of human UCHL1 deubiquitinase. 47,000 compounds, 0.2% hits. inhibition, % at 20 µM. P09936. purified UCHL1, Ub-rhodamine cleavage fluorescence
Target sequence (P09936 whole entry, looked up): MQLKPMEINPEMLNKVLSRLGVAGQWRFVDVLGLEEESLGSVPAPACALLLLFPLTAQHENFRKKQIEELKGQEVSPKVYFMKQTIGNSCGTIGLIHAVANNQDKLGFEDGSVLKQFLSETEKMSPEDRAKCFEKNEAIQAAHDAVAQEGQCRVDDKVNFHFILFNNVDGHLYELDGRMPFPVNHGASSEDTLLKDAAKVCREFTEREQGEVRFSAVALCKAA
USP30 block – blocks human USP30 ubiquitin-rhodamine cleavage; Q70CQ3; purified USP30, Ub-rhodamine cleavage fluorescence; inhibition, % at 25 µM; 47,000 compounds, 5.3% hits; AID 1645860
USP7 block – human USP7 deubiquitinase inhibition; Q93009; purified USP7, Ub-rhodamine cleavage fluorescence; inhibition, % at 20 µM; 47,000 compounds, 0.3% hits; AID 1645854
USP28 block – blocks human USP28 ubiquitin-rhodamine cleavage; Q96RU2; purified USP28, Ub-rhodamine cleavage fluorescence, 30 min; inhibition, % at 25 µM; 47,000 compounds, 3% hits
USP17 inh – blocks human USP17 ubiquitin-rhodamine cleavage. inhibition, % at 50 µM. AID 1645855. 47,000 compounds, 6.5% hits. purified USP17, Ub-rhodamine cleavage fluorescence, 3 h. A8MUK1
OTUD3 block – human OTUD3 deubiquitinase inhibition; Q5T2D3; 47,000 compounds, 0.7% hits; purified OTUD3, Ub-rhodamine fluorescence, 2 h; inhibition, % at 25 µM
The depositor's hits bear a star; i = inactive; . = no result given. Rule as the data show it: active = inhibition above about 30%; inactive = the rest.

Short keys – A = USP8 block; B = USP10 block; C = UCHL1 block; D = USP30 block; E = USP7 block; F = USP28 block; G = USP17 inh; H = OTUD3 block
> O=C(Cn1cnc(-c2noc(-c3ccncc3)n2)c1)N1CCN(c2ccccc2)CC1
  A = -1; B = -2; C = 0; D = -1; E = 0; F = 3; G = 19; H = 5

> Cc1ccc2nc(N3CCN(C4CCCCC4)CC3)c3nncn3c2c1
  A = -47; B = -6; C = -4; D = -209; E = -10; F = -71; G = -70; H = -51

> O=C(COc1ccc(C2Nc3ccccc3S(=O)(=O)N2Cc2ccccc2)cc1)N1CCCCC1 (stereo not drawn)
  A = -3; B = -1; C = -2; D = -3; E = -9; F = -5; G = -9; H = 0

> O=C(c1ccc2c(c1)OCO2)N1CCC2(C1)Nc1cccnc1NC2=NC1CCCC1 (stereo not drawn)
  A = -113; B = -9; C = -26; D = i; E = -23; F = -245; G = -148; H = -207

> O=C(Nc1nnc(-c2ccc(Br)cc2)s1)C1CC1
  A = 15; B = 5; C = 0; D = 5; E = 7; F = -8; G = -1; H = 2

> Cc1ccc(C(=O)Nc2cccc(/C=C(/C#N)c3nnc4n3CCCCC4)c2)cc1
  A = 26; B = 0; C = 7; D = 1; E = 0; F = -6; G = 11; H = 1

> CC(C)CN1C[C@@]23CN(C(=O)c4cccnc4)C[C@@H](C[C@@H]2S1(=O)=O)O3
  A = -1; B = 2; C = 1; D = 25; E = 1; F = 9; G = 0; H = 9

> O=C(COc1ncnc2c(Cl)cc(Cl)cc12)N1CCCCC1
  A = 0; B = 0; C = -5; D = 6; E = 3; F = -15; G = 0; H = 0

> Cc1ccsc1Cn1nccc1NC(=O)c1cccnc1N1CCCC1
  A = -50; B = 0; C = 7; D = 6; E = 12; F = 9; G = -6; H = 4

> O=C(NC1CCCC1)N1C[C@H](O)[C@H]2C[C@@H]1CC[C@H]2N1CCOCC1
  A = 0; B = -1; C = -3; D = -18; E = 0; F = -29; G = -11; H = -11

Arranged by the number under USP7 block (high to low): 3 of the compounds above
Molecule | USP8 block | USP10 block | UCHL1 block | USP30 block | USP7 block | USP28 block | USP17 inh | OTUD3 block
CC(C)CN1C[C@@]23CN(C(=O)c4cccnc4)C[C@@H](C[C@@H]2S1(=O)=O)O3 | -1 | 2 | 1 | 25 | 1 | 9 | 0 | 9
Cc1ccc(C(=O)Nc2cccc(/C=C(/C#N)c3nnc4n3CCCCC4)c2)cc1 | 26 | 0 | 7 | 1 | 0 | -6 | 11 | 1
O=C(c1ccc2c(c1)OCO2)N1CCC2(C1)Nc1cccnc1NC2=NC1CCCC1 (stereo not drawn) | -113 | -9 | -26 | i | -23 | -245 | -148 | -207

Going on with the list.
Short keys – A = USP8 block; B = USP10 block; C = UCHL1 block; D = USP30 block; E = USP7 block; F = USP28 block; G = USP17 inh; H = OTUD3 block
> Cn1nc(C(=O)N2CCCC2)c2c1CN(Cc1cccc(C#N)c1)C2
  A = -162; B = -2; C = -6; D = -13; E = -9; F = -8; G = -32; H = -2

> Cn1c(=O)cc(SCC(=O)NCCCN2CCc3ccccc3C2)c2ccccc21
  A = 0; B = 0; C = -2; D = .; E = -5; F = .; G = -11; H = 0

> Cc1cncc(C2CCCN2Cc2nc3ccccc3n2C)n1 (stereo not drawn)
  A = -8; B = 2; C = 0; D = 2; E = 0; F = -5; G = -5; H = -3

> CC(=O)N1CCCCC1c1cc(-c2ncc(C)[nH]2)nc(C)n1 (stereo not drawn)
  A = 7; B = -1; C = 4; D = 9; E = 4; F = 0; G = 9; H = 5

> O=C(Nc1sccc1C(=O)N1CCOCC1)c1cccnc1
  A = -5; B = -3; C = -3; D = -24; E = 7; F = -3; G = -9; H = -1

> Cc1ccc(Nc2nc(C(=O)NCCN3CCCCC3C)cc3occc23)cc1Cl (stereo not drawn)
  A = -26; B = -7; C = -1; D = -102; E = -3; F = -33; G = -11; H = -29

> Cc1nc(CS(=O)(=O)c2ccccc2)cc(N2CCCCC2)n1
  A = -1; B = 0; C = -1; D = 1; E = 0; F = 1; G = 2; H = -2

> Cc1ccc(NC(=O)c2nnn(-c3ccc(C)c(C)c3)c2C)cc1C
  A = 0; B = 1; C = 0; D = -5; E = -1; F = -12; G = 17; H = -3

> CCc1ccc(NC(=O)c2cc(C(F)(F)F)n(C)n2)cc1
  A = 2; B = 5; C = 0; D = -16; E = -3; F = 10; G = 0; H = -3

> COc1cccc(-c2nn(Cc3ccccc3)cc2C(=O)N2CCN(CCN3CCCC3)CC2)c1
  A = -10; B = -8; C = -7; D = -60; E = -6; F = -14; G = 29; H = -35

> CC1=CC(=O)CC(C)(C)C1(O)/C=C/C(C)=C\C(=O)O (stereo not drawn)
  A = 8; B = 5; C = 5; D = 26; E = 9; F = 7; G = 8; H = 4

> O=C(c1ccco1)N1CCCn2nc(-c3cccnc3)cc2C1
  A = -5; B = -2; C = -2; D = .; E = -2; F = .; G = -8; H = -8

> Cc1ccc2c(c1)C(C[C@H]1CN(C(=O)C3CC3)CC[C@H]1CC(=O)O)=NCC2
  A = 2; B = -7; C = -4; D = -14; E = 11; F = 1; G = 7; H = -6

> CC1(C(=O)N2CCC3(C2)c2ccccc2S(=O)(=O)N3CC2CC2)CC1 (stereo not drawn)
  A = -1; B = 4; C = 1; D = -4; E = 3; F = 3; G = 6; H = 1

> COc1ccc(CNC(=O)c2cccn2-c2ncc(C(F)(F)F)cc2Cl)cc1
  A = 6; B = 2; C = 3; D = 1; E = -4; F = 11; G = 7; H = 6

> c1cc(N2CCOCC2)ncc1-c1noc(CN2CCCCCC2)n1
  A = -48; B = -8; C = 0; D = -51; E = -8; F = -30; G = -19; H = -22

> COc1ccc(-c2cc(C3CCNCC3)[nH]n2)cc1
  A = 0; B = 1; C = 1; D = 0; E = -5; F = -5; G = .; H = 0

> Fc1ccc(CNc2n[nH]c(NCc3ccc(F)cc3)n2)cc1
  A = 9; B = 1; C = 0; D = 18; E = -128; F = 5; G = 24; H = 4

> COc1ccccc1CNC(=O)c1cncc(NS(=O)(=O)c2ccc(F)cc2)c1
  A = -16; B = 4; C = 1; D = -6; E = 2; F = 0; G = 1; H = 3

> Cc1cc2nc(CSc3ccccc3NC(=O)Nc3ccc4c(c3)OCO4)cc(=O)n2o1
  A = 11; B = 0; C = 4; D = 16; E = 7; F = 13; G = .; H = 6

Complete entries, quoted from the list. Order of screens: USP8 block | USP10 block | UCHL1 block | USP30 block | USP7 block | USP28 block | USP17 inh | OTUD3 block
Listed for `CC(=O)N1CCCCC1c1cc(-c2ncc(C)[nH]2)nc(C)n1` (stereo not drawn) = 7 | -1 | 4 | 9 | 4 | 0 | 9 | 5
Listed for `Cc1ccc(Nc2nc(C(=O)NCCN3CCCCC3C)cc3occc23)cc1Cl` (stereo not drawn) = -26 | -7 | -1 | -102 | -3 | -33 | -11 | -29

Individual results from the results shown:
`COc1ccccc1CNC(=O)c1cncc(NS(=O)(=O)c2ccc(F)cc2)c1` in USP17 inh = 1
`O=C(c1ccco1)N1CCCn2nc(-c3cccnc3)cc2C1` in OTUD3 block = -8
`Cc1cc2nc(CSc3ccccc3NC(=O)Nc3ccc4c(c3)OCO4)cc(=O)n2o1` in USP7 block = 7
`c1cc(N2CCOCC2)ncc1-c1noc(CN2CCCCCC2)n1` in UCHL1 block = 0

(cont.)
Short keys – A = USP8 block; B = USP10 block; C = UCHL1 block; D = USP30 block; E = USP7 block; F = USP28 block; G = USP17 inh; H = OTUD3 block
> COc1ccccc1CC(NC(C)=O)C(=O)NC1CCN(C(=O)c2cnccn2)CC1 (stereo not drawn)
  A = 1; B = 0; C = 1; D = 16; E = 5; F = 3; G = 9; H = 5

> COc1cc2c(=O)n(CCC(=O)NCc3ccco3)c(=O)n(CC(=O)N3CCCc4ccccc43)c2cc1OC
  A = 25; B = 5; C = 1; D = -16; E = -2; F = 9; G = 18; H = 5

> CC(C)(C)OC(=O)N1C[C@@H]2C[C@@]3(C)[C@H](CCC[C@@H]13)N2C(=O)c1ccnnc1
  A = 3; B = 1; C = 3; D = 20; E = 10; F = 6; G = .; H = 8

> COc1ccc(-n2c(C)cc(C(=O)N3CCCC(c4nnc5ccccn45)C3)c2C)cc1 (stereo not drawn)
  A = -62; B = -12; C = -31; D = -464; E = -37; F = -121; G = -126; H = -98

> Cc1cc(-c2nnc(CN3CCCCC3)o2)ccc1[N+](=O)[O-]
  A = -221; B = 1; C = 0; D = 5; E = -20; F = -9; G = -10; H = 10

> COc1ccc(COc2ncnc3ccc(Br)cc23)cc1F
  A = -13; B = 0; C = 0; D = -30; E = -12; F = 7; G = -8; H = -4

> COc1ccc(OC)c(S(=O)(=O)Nc2cccc(-c3nnc(-c4ccccc4)o3)c2)c1
  A = 10; B = 7; C = 5; D = 17; E = 7; F = 14; G = 11; H = 12

> CN1CCN(CC(O)Cn2c(N3CCOCC3)nc3c2c(=O)n(C)c(=O)n3C)CC1 (stereo not drawn)
  A = -77; B = 1; C = -3; D = -5; E = 0; F = -13; G = -21; H = -6

> Cc1ccc(NS(=O)(=O)c2cc(-c3[nH]ncc3C(=O)N3CCCC3)oc2C)c(Cl)c1
  A = -16; B = 2; C = 4; D = -69; E = -13; F = 6; G = -13; H = 3

> Cc1ccc(C(=O)N2CCCn3cnc(CN4CCCC4=O)c3C2)cc1
  A = 2; B = 0; C = -1; D = .; E = 0; F = .; G = -30; H = -4

> CC(=O)N1CCOCC2(CCN(S(=O)(=O)c3ccc(C(C)C)cc3)CC2)C1
  A = -21; B = -2; C = 3; D = 6; E = 0; F = 2; G = -19; H = 1

> Cc1ccc(NC(=O)CCc2ccc(S(=O)(=O)N3CCOCC3)cc2)c(O)c1
  A = 47*; B = -2; C = -2; D = -24; E = -2; F = -5; G = -1; H = -11

> O=C(c1cc(-c2ccc(Br)cc2)on1)N1CCOCC1
  A = 11; B = 1; C = 0; D = 5; E = 0; F = 4; G = 6; H = 7

> COCCN1C(=O)C[C@@H]2[C@H]1CCN2C(=O)Nc1ccccc1
  A = -22; B = 3; C = 1; D = -4; E = 8; F = -1; G = -3; H = 4

> Cc1ccc(NC(=O)c2ncoc2-c2ccco2)c(Cl)c1
  A = -14; B = 1; C = 0; D = -53; E = -1; F = -42; G = -24; H = -8

> COc1ccc(CCNC(=O)CCCn2c(=O)c3ccccc3n(Cc3cccc([N+](=O)[O-])c3)c2=O)cc1OC
  A = -27; B = -1; C = 0; D = -1; E = 0; F = -1; G = 0; H = 2

> C/C=C1/C2=CCCN3C(=O)O[C@H]([C@H]1O)[C@H]23
  A = 8; B = 5; C = 2; D = 14; E = 7; F = 69*; G = 72*; H = 1

> CC(Nc1cc(-c2cccnc2)nc(-c2ccncc2)n1)c1ccccc1 (stereo not drawn)
  A = 7; B = -12; C = 0; D = 13; E = 7; F = 6; G = 24; H = 3

> Cc1cccc(OCC(=O)Nc2cccn3nc(-c4cccnc4)nc23)c1
  A = 2; B = -3; C = 0; D = -72; E = -4; F = -13; G = 7; H = -1

> CCOCC(=O)Nc1ccc(-c2nc3cccnc3s2)cc1
  A = -1; B = -1; C = 4; D = -5; E = -32; F = 9; G = 9; H = 6

> COc1ccc(Cl)cc1S(=O)(=O)N(C)CC(=O)Nc1ccc2c(c1)OCCO2
  A = 1; B = 5; C = 0; D = -13; E = -7; F = -7; G = -15; H = -10

> CCN1[C@H]2CCN(C(=O)c3ccno3)CC[C@@H]2Oc2ccccc2S1(=O)=O
  A = 6; B = 3; C = 5; D = .; E = 7; F = .; G = 3; H = 0

> Cc1ccccc1-c1nc(-c2cccc(C(=O)N3CCCC3)c2)no1
  A = 9; B = 2; C = 6; D = 36*; E = -21; F = 7; G = 14; H = 5

> CC(OC(=O)c1ccc(NS(=O)(=O)c2ccc3c(c2)OCCO3)cc1)C(=O)Nc1ccc(C#N)cc1 (stereo not drawn)
  A = 1; B = 8; C = 6; D = .; E = 8; F = .; G = 16; H = 1

> COc1cc(-n2c(=O)c3ccccc3n(CC(=O)NCC3CCCO3)c2=O)cc(OC)c1OC (stereo not drawn)
  A = 0; B = -3; C = -2; D = 1; E = 1; F = 3; G = 2; H = 2

> COc1ccc(C(=O)NCC(c2cccnc2)N2CCN(c3ccc(F)cc3)CC2)cc1OC (stereo not drawn)
  A = -5; B = -4; C = 1; D = -8; E = -2; F = -8; G = -13; H = -6

> CCOc1ccc(-c2nc(CNS(=O)(=O)c3ccc(C)cc3)c(C)o2)cc1
  A = -9; B = 0; C = 2; D = -49; E = -2; F = 4; G = -7; H = -20

> O=C(c1cn(-c2ccc(Cl)cc2)nn1)N1CCCCCC1
  A = 6; B = 2; C = 1; D = 2; E = 1; F = -2; G = 5; H = 0

> O=C(c1cccnc1)N1CCCc2ccc(NS(=O)(=O)c3ccc(F)cc3)cc21
  A = -8; B = -7; C = 3; D = -73; E = -9; F = -10; G = -10; H = -20

Compound activity as filed in PubChem BioAssay.
